Assay outcomes deposited in PubChem by Sanford-Burnham Center for Chemical Genomics.
UPR CHOP act: activators of apoptotic CHOP UPR arm, primary screen, cell-based, CHO-CHOP luciferase reporter, luminescence, uHTS; activation, % at 10 µM; UPR activation; percent of tunicamycin response over DMSO baseline; 0.34% of 330,000 active;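 active means at 10 µM dose, activation of 40% or more, normalized to positive control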;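 further: 100% = tunicamycin at 10 µg/mL and 0% = DMSO alone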
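System: CHO CHOP reporter cells. Amount: 500 cells per well. Buffer or medium: F12 medium, 10% FBS. Compound dosing: one dose, 10 µM in 0.5% DMSO. Incubation: 6 h compound exposure at 37 °C after overnight seeding. Technique: Steady-Glo luciferase luminescence. Benchmarks: tunicamycin and DMSO controls.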
Jurkat NFkB inh: inhibitors of induced NF-kB luciferase reporter, primary screen, TCR NF-kB activation inhibitor project, cell-based, luminescence, uHTS | inhibition, % at 4 µM | 0.53% of 330,000 active | Jurkat, PMA/ionomycin-induced NF-kB luciferase reporter; in the data active means inhibition above about 50%
tim23-1 inh: growth inhibitors of tim23-1 mutant yeast, primary screen, luminescence, uHTS; S. cerevisiae tim23-1 growth, BacTiter-Glo luminescence, 24 h; inhibition, % at 20 µM; 1.3% of 330,000 active; AID 463212, 2010;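 active means growth inhibition of the mutant yeast at or above 50%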;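 further: temperature-sensitive mutant grown at 25 °C; plate controls were DMSO-treated mutant yeast for no effect and medium wells lacking yeast for full effect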
UPR XBP1 act: activators of adaptive XBP1 UPR arm, primary screen, cell-based, CHO-XBP1 luciferase reporter, luminescence, uHTS; IRE1-XBP1 UPR activation; percent of tunicamycin response, DMSO as zero; AID 463104, 2010; activation, % at 20 µM; 0.33% of 330,000 active;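 active means versus positive control, 20 µM dose yields 30% or more activation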;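 further: 100% = tunicamycin at 10 µg/mL and 0% = DMSO only wells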
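Material – CHO cell line with stable XBP1 luciferase reporter · Buffer or medium – F12 plus 10% FBS · Compound – single point, 20 µM final compound, 1% DMSO · Schedule – 16-18 h cell attachment at 37 °C, then 6 h compound exposure · Signal – Steady-Glo luminescence read · Benchmarks – high control tunicamycin 10 µg/mL final, low control DMSO vehicle only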
697 NFkB inh: inhibitors of PMA/ionomycin-induced NF-kB reporter, 697 cells, primary screen, B-cell NF-kB inhibitor project, cell-based, luminescence, uHTS. 697 B-cell NF-kB luciferase reporter, 16 h. inhibition, % at 4 µM. 0.33% of 330,000 active; in the data active means inhibition above about 35%
Mdm2-MdmX inh: inhibitors of human Mdm2-MdmX association, primary screen, cell-based, luminescence, split luciferase, SaOS-2, uHTS. AID 485346, 2010. inhibition, % at 8 µM. SaOS-2 split-luciferase Mdm2/MdmX complementation. 3% of 330,000 active. Protein Mdm4 (Homo sapiens) + E3 ubiquitin-protein ligase Mdm2 (Homo sapiens), …;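 active means inhibition of at least 50% at 8 µM in the primary screen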
APJ agonist: agonists of human apelin receptor APJ, primary screen, CHO-K1 cells, PathHunter beta-arrestin, luminescence; 0% DMSO wells, 100% apelin; activation, % at 20 µM; 0.11% of 330,000 active; AID 2520, 2010;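 active means activation more than six SD over the plate average, tested at 20 µM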;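 further: 0% = DMSO alone and 100% = apelin-13 at 10 nM; some results filed as inactive read as strong as hits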
Target sequence (P35414 whole entry, looked up): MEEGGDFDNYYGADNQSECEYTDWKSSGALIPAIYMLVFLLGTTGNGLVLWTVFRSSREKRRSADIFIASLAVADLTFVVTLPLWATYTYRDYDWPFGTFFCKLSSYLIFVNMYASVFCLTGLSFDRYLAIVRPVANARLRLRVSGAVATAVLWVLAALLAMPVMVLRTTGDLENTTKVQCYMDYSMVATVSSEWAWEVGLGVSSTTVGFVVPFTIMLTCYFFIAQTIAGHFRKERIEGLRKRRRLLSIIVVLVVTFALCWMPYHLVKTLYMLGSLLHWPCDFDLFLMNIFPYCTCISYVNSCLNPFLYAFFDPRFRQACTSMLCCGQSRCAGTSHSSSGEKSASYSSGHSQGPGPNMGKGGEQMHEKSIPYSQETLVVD
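Assay system – PathHunter CHO-K1 APJ (AGTRL-1) beta-arrestin reporter cells · Compound – one dose, 20 µM compound, 1% DMSO · Timing – compound 90 min 25 °C, reagent 1 h · Measured by – luminescence from split beta-galactosidase complementation, Galacton Star/Emerald II substrate · Measure – beta-arrestin recruitment to APJ as agonist activity, luminescent signal · Benchmarks – DMSO vs Apelin-13 10 nM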
APJ antag: antagonists of human apelin receptor APJ, primary screen, CHO-K1 cells, beta-arrestin complementation, luminescence; P35414; inhibition, % at 20 µM; 0.32% of 330,000 active;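 active means inhibition above about 40% at 20 µM, limit read from the data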;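 further: cells challenged with 10 nM apelin-13 agonist together with compound; plate controls were apelin-13 plus DMSO wells for no effect and DMSO wells lacking apelin-13 for full effect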
Numbers without * were called inactive.

SMILES	UPR CHOP act	Jurkat NFkB inh	tim23-1 inh	UPR XBP1 act	697 NFkB inh	Mdm2-MdmX inh	APJ agonist	APJ antag
Cc1ccc(C(C(=O)NCc2ccccc2)N(C(=O)c2ccccn2)c2ccccc2)o1 (stereo not given)	-0.5	10	15	-8	-4	-13	-1	-13
O=C(COC(=O)c1ccccc1)Nc1cc(Cl)ccc1Oc1ccccc1	-1.5	3	-4	-3	0	6	-5	-1
Cn1nc(C(=O)Nc2sccc2C(N)=O)ccc1=O	-2.3	-7	2	0	1	-20	0	9
O=C(/C=C/c1ccc([N+](=O)[O-])cc1)N1CCN(Cc2ccccc2)CC1	3.7	12	30	-6	0	11	5	-17
Cc1c(C(=O)O)sc2ncn(C)c(=O)c12	-0.8	0	1	-1	12	0	-3	-17
Cc1ccc(C(=O)C2C(=O)c3ccccc3C2=O)cc1	-0.5	4	0	-3	9	-1	-3	0
O=C(Nc1ccc(N2CCN(C(=O)c3ccco3)CC2)cc1)c1cc(Br)ccc1Cl	0.4	40	6	-2	-53	36	-1	-33
Cc1ccc(S(=O)(=O)N2CCC(=O)N(C(COCc3cccc(C(F)(F)F)c3)Cc3ccccc3)CC2)cc1 (stereo not given)	1.6	-14	-16	-3	7	26	-3	17
COc1ccc(-c2noc(-c3ccc(Br)o3)n2)cc1OC	4.2	-52	-5	0	-20	1	-3	12
COc1ccc(N(CC(=O)Nc2cccc3ccccc23)S(C)(=O)=O)c(OC)c1	1.2	-7	6	-6	-4	-5	2	10
O=C(COC(=O)CCC(=O)c1cccs1)NC(=O)c1ccc(OC(F)F)cc1	-1.6	-6	6	2	20	8	-2	-15
COc1ccc(C(CC(=O)O)NC(=O)C2CCCCC2)cc1 (stereo not given)	-2.3	-11	-3	-2	-7	13	-3	-2
Cc1[nH]c(=S)sc1Cc1ccc(F)cc1	-1.2	0	40	-2	11	-22	-3	-18
O=C(c1ccc(F)cc1F)N1CCN(c2n[nH]c(=O)[nH]c2=O)CC1	-0.8	-12	10	-2	-5	-15	-1	-12
CN1CCN(c2ccc([N+](=O)[O-])cc2S(=O)(=O)N2CCOCC2)CC1	0.9	3	9	-1	15	10	2	4
CCN1C(=O)C(CC(=O)NC)N(NC(=O)c2ccccc2)C1=S (stereo not given)	1.0	8	4	2	21	18	0	-3
Cc1cccc(N2C(=O)CC(Sc3nnc(C)s3)C2=O)c1 (stereo not given)	0.1	-14	42	-5	-2	4	0	-37
COc1ccccc1C(=O)NCC(=O)OC(C)C(=O)NC1CCCCC1C (stereo not given)	0.0	-1	12	-3	17	-12	-5	-2
CCOC(=O)C(=O)Nc1sc(C(=O)N2CCOCC2)c(C)c1C#N	3.1	3	-7	-2	13	15	-4	18
COc1cc(C2C(C(=O)c3cc4ccccc4o3)=C(O)C(=O)N2CCN2CCOCC2)ccc1OCCC(C)C (stereo not given)	-1.0	-12	1	-5	-19	18	-8	18
Cn1c(=O)c([N+](=O)[O-])c(NCc2ccc3c(c2)OCO3)c2ccccc21	2.2	9	-13	1	3	28	-2	-1
Cc1ccc(C(=O)N/C(=C\c2ccc(F)cc2)C(=O)NCCCn2ccnc2)cc1	2.0	11	-5	-3	5	26	-1	7
CCCCCCCCN1[C@@H](CC(=O)OCC)c2ccc(C(F)(F)F)cc2S1(=O)=O	-1.5	-10	18	-3	-4	18	3	-65
CCCCCC(O)CCC(=O)NNC1=CC(=O)CC(C)(C)C1 (stereo not given)	2.4	8	10	-1	18	17	0	-3
COc1ccc(CC(=O)N2CCN(c3ccc(F)cc3)CC2)cc1	0.5	27	11	1	-5	-9	-3	-14
CN(C)C(CNC(=O)c1cccc(OC(F)F)c1)c1ccco1 (stereo not given)	0.3	-10	12	-1	-11	6	0	-16
O=C(Cc1ccc(S(=O)(=O)N2CCOCC2)s1)N1CCN(S(=O)(=O)c2cccc([N+](=O)[O-])c2)CC1	0.9	-6	9	0	6	16	15	-78
COCCn1c(C)cc(C(=O)CN2C(=O)NC3(CCCCCCC3)C2=O)c1C	3.0	-65	15	4	-119	-26	-3	16
CS(=O)c1ccccc1O (stereo not given)	0.4	2	5	3	-3	2	-2	5
CN(C)S(=O)(=O)c1ccc(N2CCCC2)c(C(=O)NNC(=O)c2ccccc2)c1	1.4	4	3	-2	21	17	-1	18

No new results follow: an excerpt of the list.
SMILES	UPR CHOP act	Jurkat NFkB inh	tim23-1 inh	UPR XBP1 act	697 NFkB inh	Mdm2-MdmX inh	APJ agonist	APJ antag
CCOC(=O)C(=O)Nc1sc(C(=O)N2CCOCC2)c(C)c1C#N	3.1	3	-7	-2	13	15	-4	18
COc1cc(C2C(C(=O)c3cc4ccccc4o3)=C(O)C(=O)N2CCN2CCOCC2)ccc1OCCC(C)C (stereo not given)	-1.0	-12	1	-5	-19	18	-8	18
Cn1c(=O)c([N+](=O)[O-])c(NCc2ccc3c(c2)OCO3)c2ccccc21	2.2	9	-13	1	3	28	-2	-1
Cc1ccc(C(=O)N/C(=C\c2ccc(F)cc2)C(=O)NCCCn2ccnc2)cc1	2.0	11	-5	-3	5	26	-1	7
CCCCCCCCN1[C@@H](CC(=O)OCC)c2ccc(C(F)(F)F)cc2S1(=O)=O	-1.5	-10	18	-3	-4	18	3	-65
CCCCCC(O)CCC(=O)NNC1=CC(=O)CC(C)(C)C1 (stereo not given)	2.4	8	10	-1	18	17	0	-3
COc1ccc(CC(=O)N2CCN(c3ccc(F)cc3)CC2)cc1	0.5	27	11	1	-5	-9	-3	-14
CN(C)C(CNC(=O)c1cccc(OC(F)F)c1)c1ccco1 (stereo not given)	0.3	-10	12	-1	-11	6	0	-16
O=C(Cc1ccc(S(=O)(=O)N2CCOCC2)s1)N1CCN(S(=O)(=O)c2cccc([N+](=O)[O-])c2)CC1	0.9	-6	9	0	6	16	15	-78
COCCn1c(C)cc(C(=O)CN2C(=O)NC3(CCCCCCC3)C2=O)c1C	3.0	-65	15	4	-119	-26	-3	16
CS(=O)c1ccccc1O (stereo not given)	0.4	2	5	3	-3	2	-2	5
CN(C)S(=O)(=O)c1ccc(N2CCCC2)c(C(=O)NNC(=O)c2ccccc2)c1	1.4	4	3	-2	21	17	-1	18

The list continues.
SMILES	UPR CHOP act	Jurkat NFkB inh	tim23-1 inh	UPR XBP1 act	697 NFkB inh	Mdm2-MdmX inh	APJ agonist	APJ antag
CCN1CCN(c2ccc(S(=O)(=O)N3CCOCC3)cc2NC(=O)/C=C/c2ccc(C)cc2)CC1	1.7	4	8	0	5	26	-5	16
CN1CCN(CCC(=O)N/N=C/c2ccccc2F)CC1	0.8	1	10	6	29	-30	-4	3
C=CCN1C(=O)c2ccc(C(=O)N3CCN(S(=O)(=O)c4ccc(C(C)C)cc4)CC3)cc2C1=O	-1.1	8	15	-1	-6	9	-1	-13
Cc1cc(Cl)c2oc(C(=O)N(C)CC3CCOCC3)c(C)c2c1	3.9	-22	33	1	-62	-30	0	-15
COc1ccc(CCNS(=O)(=O)c2c(N)n(C)c(=O)n(C)c2=O)cc1OC	0.3	2	2	-2	10	2	-1	18
COc1ccc(NC(=O)CSc2nnc(-c3ccccc3)n2N)cc1	-0.2	-16	10	2	-17	-1	-2	5
COc1ccc(CCNC(=O)COc2ccc3c(C)cc(=O)oc3c2)cc1OC	2.1	10	-3	-6	14	25	1	16
CC1CCN(CCCNC(=O)c2nn(C)c3c2CS(=O)(=O)c2ccccc2-3)CC1	0.5	2	13	-4	2	-1	-3	7
CCN(CC)C(=O)COc1ccc2c(-c3ccccc3)cc(=O)oc2c1	-0.7	2	29	-1	15	4	0	14
CCSC1=N/C(=C\c2ccc(C)s2)C(=O)S1	-0.9	-13	3	0	16	13	-4	-5
O=C(NCCc1ccc(F)cc1)Nc1ccccc1	4.6	9	-9	-4	-8	-4	-3	-5
O=C(CSc1ccc(Cl)cc1)Nc1cccc(-c2nnc(-c3ccco3)o2)c1	1.0	-28	-19	-2	-88	4	3	0
O=C1NC(=O)C2(COC(c3cccnc3)OC2)S1 (stereo not given)	-1.4	8	6	0	11	-10	-1	5
COc1ccc(-c2nc(C)ncc2N=Nc2ccccc2)cc1	-1.1	-25	29	-1	-16	37	-1	16
O=C1CCN(S(=O)(=O)c2ccc(Cl)cc2)CCN1	0.7	-10	13	0	18	-26	-4	4
C/C(=N\OC(=O)Nc1ccc(Cl)cc1)c1ccc(F)c(F)c1	6.4	14	57*	-1	6	15	-5	8
O=C(COC(=O)C1CC1)NCc1ccccc1Cl	0.3	1	2	1	9	10	-5	5
CC(=O)N1CCN(C(=O)Cn2c(=O)oc3ccccc32)CC1	1.1	-1	14	1	0	13	-2	9
O=C(c1ccc(N2CCCC2)c([N+](=O)[O-])c1)N1CCN(S(=O)(=O)c2ccccc2)CC1	2.1	11	42	-3	12	8	-4	-22
Cc1ccc(S(=O)(=O)N2CCOCC2)cc1C(=O)NC1CCCCC1	-1.0	-1	15	-2	1	3	-3	-8
CCN(CC)S(=O)(=O)c1ccc(NC(=O)Cn2c(=O)oc3ccccc32)cc1	1.6	4	-5	-2	7	17	-4	-14
COc1ccc2ccccc2c1/C=N/NC(=O)c1ccccc1F	2.6	9	43	0	4	17	-1	6
CCCn1c(NCc2ccc(C)o2)nc2ccccc21	1.0	1	14	-3	-4	6	-2	3
O=C(CSc1nnc(-c2cnccn2)n1Cc1ccco1)c1ccc2ccccc2c1	-0.4	4	34	-1	9	-9	-5	-23
CN(CC(=O)Nc1ccc(Cl)c(C(F)(F)F)c1)C(=O)C1CC(=O)N(Cc2ccco2)C1 (stereo not given)	0.3	0	13	0	-3	15	8	1
CCN(CC)C(c1ccc(F)cc1)c1nnnn1CC1CCCO1 (stereo not given)	0.5	7	8	5	22	1	-1	22
CCOc1ccc(NC(=O)CNS(=O)(=O)c2c(C)cc(C)cc2C)cc1	1.5	-5	23	-5	23	18	2	9
O=C(C1CCC(=O)N(C2CC2)C1)N1CCN(c2ccc(Cl)cc2)CC1 (stereo not given)	0.5	12	5	-3	12	-5	6	21
Cc1cc(C)cc(NC(=O)c2cccn2-c2ncc(C(F)(F)F)cc2Cl)c1	0.9	-3	31	0	10	3	-1	-17
C[C@H](CO)N1C[C@H](C)[C@@H](CN(C)C(=O)NC2CCCCC2)Oc2c(NC(=O)Nc3ccc4c(c3)OCO4)cccc2C1=O	0.5	-17	6	0	-4	24	3	-12
